Assay outcomes (PubChem BioAssay)
Rhodamine autofl – qHTS Assay for Spectroscopic Profiling in Rhodamine Spectral Region. max dye-equivalent concentration, M. hit rate 0.05% among 59,000. Rhodamine-region fluorescence, 547/598 nm, Tris buffer; active compounds read high; in the data active = max dye-equivalent concentration above about 11 nM; inconclusive = between about 1.1 nM and that limit
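qHTS spectral profiling of compounds without any target or enzyme present, in pH 8.0 Tris buffer; plates were read after a 15-minute room-temperature incubation using the rhodamine-region filter set.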
4-MU autofl – qHTS Assay for Spectroscopic Profiling in 4-MU Spectral Region; hit rate 11% among 59,000; compound autofluorescence, 340/450 nm, 4-MU equivalents; active compounds read high; max dye-equivalent concentration, M; in the data active = max dye-equivalent concentration above about 10 nM; inconclusive = mostly about 1.1 nM to 9.6 nM
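Compounds in 100 mM Tris, pH 8.0, sat 15 min at room temperature before fluorescence was read at 340 nm excitation/450 nm emission; a per-plate six-point 4-MU standard curve converted signals to dye-equivalent concentration at each compound concentration.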
Pol III holo inh – qHTS Assay for Inhibitors of DNA Polymerase III Holoenzyme System. reconstituted DNA polymerase III holoenzyme replication, biochemical. Potency, µM (titrated, usually from 57.1 µM), inactives show at the top dose activity change, negative = inhibition. hit rate 0.25% among 71,000; also: potency is read from the fitted curve at half-maximal effect; % is scaled to controls: 0 for no effect and ±100 for the full control effect
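Reconstituted *E. coli* holoenzyme (0.35 nM Pol III, 1 nM beta, 154 nM SSB, 2 nM primase) was preincubated with compound for 15 min at RT. Synthesis on 1.4 nM ssM13Gori ran 35 min, then was stopped with PicoGreen/EDTA and read as dsDNA fluorescence.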
Epigenetic mod – qHTS Assay for Epigenetic Modulators. mouse C127i GFP locus derepression, cytometry, 30 h. Potency, µM (doses to about 46.1 µM), inactives show at the top dose GFP derepression (activation). hit rate 0.09% among 68,000. AID 597, 2007; also: % of control where 0% means no effect
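Derepression screen: silenced CMV-GFP reporter in murine C127i cells, 30 h compound incubation at 37 C, washed cells imaged by laser-scanning cytometer to enumerate GFP-expressing objects of 20 to 120 um.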
ALOX15 inhib – qHTS Assay for Inhibitors of 15-hLO (15-human lipoxygenase) | Polyunsaturated fatty acid lipoxygenase ALOX15 (Homo sapiens), P16050 | purified 15hLO-1, xylenol orange hydroperoxide absorbance | Potency, µM (highest dose often 57.1 µM), for inactives: top-dose activity change, negative = inhibition, most hits filed as inhibitors | hit rate 1.4% among 74,000; also: potency is read from the fitted curve at half-maximal effect; % is scaled to controls: 0 for no effect and ±100 for the full control effect; nearly all actives have a fitted effect of over 55% in size
Target sequence (P16050 whole entry, looked up): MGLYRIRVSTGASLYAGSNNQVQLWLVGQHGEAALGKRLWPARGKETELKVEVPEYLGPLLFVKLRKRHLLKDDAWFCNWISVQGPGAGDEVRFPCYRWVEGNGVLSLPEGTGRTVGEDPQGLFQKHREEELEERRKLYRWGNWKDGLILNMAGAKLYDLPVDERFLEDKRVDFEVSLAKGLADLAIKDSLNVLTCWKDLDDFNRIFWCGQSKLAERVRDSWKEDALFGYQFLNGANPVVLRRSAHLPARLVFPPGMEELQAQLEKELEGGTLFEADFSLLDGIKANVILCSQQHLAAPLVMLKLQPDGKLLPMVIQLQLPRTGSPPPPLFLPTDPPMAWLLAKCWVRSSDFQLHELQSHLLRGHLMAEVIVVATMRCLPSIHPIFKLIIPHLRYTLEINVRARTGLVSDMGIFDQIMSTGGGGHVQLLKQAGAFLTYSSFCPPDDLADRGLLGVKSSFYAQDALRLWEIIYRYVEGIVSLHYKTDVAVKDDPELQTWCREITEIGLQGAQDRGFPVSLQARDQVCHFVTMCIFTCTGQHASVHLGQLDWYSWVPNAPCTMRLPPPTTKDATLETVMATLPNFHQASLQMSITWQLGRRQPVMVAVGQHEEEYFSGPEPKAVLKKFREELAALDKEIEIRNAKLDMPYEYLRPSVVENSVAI
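Compounds were preincubated 15 min at room temperature with 40 nM purified human enzyme (25 mM Hepes pH 7.5, 0.01% Triton X-100); 50 uM arachidonic acid reacted 6 min. Fe-xylenol orange detection, 30 min, absorbance ratio 573/405 nm.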
TexasRed autofl – qHTS Assay for Spectroscopic Profiling in Texas Red Spectral Region. Compound fluorescence, Texas Red channel, 547/618 nm; active compounds read high. max dye-equivalent concentration, M. hit rate 0.06% among 59,000. AID 587, 2007; in the data active = max dye-equivalent concentration above about 10 nM; inconclusive = between about 1.1 nM and that limit
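Compound titrations in 100 mM Tris pH 8.0 were incubated 15 min at room temperature and read at 547 nm excitation / 618 nm emission. Texas Red six-point standard curve on each plate converted fluorescence to dye-equivalent concentration.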
Fluorescein fluor – qHTS Assay for Spectroscopic Profiling in Fluorescein Spectral Region; Compound autofluorescence, 480/540 nm, fluorescein-equivalent; active compounds read high; max fluorescein-equivalent concentration, M; hit rate 0.91% among 59,000; in the data active = max fluorescein-equivalent concentration above about 10 nM; inconclusive = between about 1.1 nM and that limit
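Library compounds, added at multiple concentrations to pH 8.0 Tris buffer (100 mM), incubate 15 min at room temperature before CCD imaging at 480 nm excitation and 540 nm emission.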
HADH2 inh – qHTS Assay for Inhibitors of HADH2 (Hydroxyacyl-Coenzyme A Dehydrogenase, Type II). 3-hydroxyacyl-CoA dehydrogenase type-2 (Homo sapiens), Q99714. recombinant HADH2, NADH fluorescence, beta-hydroxybutyryl-CoA. Potency, µM (highest dose often 57.1 µM), for the others: at the highest dose activity change, negative = inhibition, actives largely listed as inhibitors. hit rate 3.4% among 73,000. AID 886, 2007; also: potency is read from the fitted curve at half-maximal effect; % is scaled to controls: 0 for no effect and ±100 for the full control effect; nearly all actives have a fitted effect of over 60% in size; many of its hits are not listed in these tables
Target sequence (Q99714 whole entry, looked up, one chain of several): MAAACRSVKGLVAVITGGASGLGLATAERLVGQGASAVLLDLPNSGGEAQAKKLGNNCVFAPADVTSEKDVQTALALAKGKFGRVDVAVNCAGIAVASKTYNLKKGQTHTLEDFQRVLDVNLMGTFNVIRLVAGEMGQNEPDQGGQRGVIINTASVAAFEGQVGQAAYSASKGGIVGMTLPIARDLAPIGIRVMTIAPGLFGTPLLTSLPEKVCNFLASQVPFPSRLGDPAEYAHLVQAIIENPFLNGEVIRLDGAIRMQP
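Read-out: 360 nm excitation, 450 nm emission, kinetic over 4 min. Conditions: His-tagged human HADH2 20 nM, pH 9.0 Tris with Tween-20, 1 mM NAD+, 90 uM beta-hydroxybutyryl-CoA.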
Ub-GFP proteasome – Ubiquitin-GFP Assay; Ubiquitin-GFP reporter cells, proteasome inhibition, GFP fluorescence; response scale: untreated = 0%, 10 µM MG-132 = 100%; 67,000 tested, under 10 active; Potency, µM (highest dose often 45.9 µM), without a hit: at the top dose activation (GFP accumulation), hits mostly activators; AID 526, 2006; active = well fitted activation curve with a large enough effect, not every such curve was filed as active; inconclusive = small, poorly fitted or top-dose-only effect, or another doubt; inactive = no such curve, though single readings can be large or run the other way; also: potency is read from the fitted curve at half-maximal effect
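U2OS cells stably expressing ubiquitin(G76V)-GFP, seeded overnight in 0.5% FBS medium, were exposed to compounds (qHTS, 46 uM to 2.9 nM) for 4 hr at 37 °C. GFP-positive cells were counted by laser cytometry (488 ex/515 em), normalized between basal and 10 uM MG-132.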
Hsp90 Hop PPI – qHTS Assay for Disrupters of an Hsp90 Co-Chaperone Interaction; Hsp90 C-terminal peptide / TPR2A (Hop) interaction, human; AlphaScreen TPR2A-His6 binding biotin-Hsp90 C-terminal peptide; Potency, µM (top dose mostly 57 µM), without a hit: at the top dose activity change, negative = inhibition; hit rate 0.44% among 71,000; AID 595, 2007; active = well fitted curve in either direction with a large enough effect; inconclusive = small, poorly fitted or top-dose-only effect, or another doubt; also: potency is read from the fitted curve at half-maximal effect; % is scaled to controls: 0 for no effect and ±100 for the full control effect; many of its hits are not listed in these tables
HBB splice mod – qHTS Assay for Modulators of Hemoglobin Beta Chain Splicing | Potency, µM (top dose mostly 46.1 µM), for the others: at the highest dose activation, hits mostly activators | HBB splicing reporter cell assay, activation; EGFP reporter with mutant IVS2-654 intron; response scale: normalised to 500 nM splice-correcting PNA | hit rate 0.06% among 65,000; also: potency is read from the fitted curve at half-maximal effect; 0% is about no effect
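HeLa cells stably expressing EGFP interrupted by mutant beta-globin intron 2 (IVS2-654), 500/well in 2% FCS. Treated with compound for 2 days at 37C. Splicing correction scored as total well GFP intensity (488 nm excitation, 500-520 nm emission); 500 nM antisense PNA served as control.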
Active calls of the source: *; i = inactive; ? = inconclusive; nt = not tested or not shown; [ ] = dose if it differs, or a comment. Unless noted, calls follow the shape of the dose curve; as a rule, active = well fitted curve in the direction sought with a large enough effect; inconclusive = small, poorly fitted or top-dose-only effect, or another doubt; inactive = no such curve, though single readings can be large; an effect the other way counts as inactive or inconclusive.

No.	mol	Rhodamine autofl	Epigenetic mod	ALOX15 inhib	Hsp90 Hop PPI	Pol III holo inh	4-MU autofl	HBB splice mod	Ub-GFP proteasome	HADH2 inh	TexasRed autofl	Fluorescein fluor
1	O=C1CC(c2nc3ccccc3[nH]2)CN1c1cccc(C(F)(F)F)c1 (stereo unspecified)	nt	nt	-4.5%	0.3%	-10.6%	nt	-1.1%	7.3%	7.2%	nt	nt
2	CC1(C)CC(C)(O)P(=O)(c2ccccc2)O1 (stereo unspecified)	nt	-3.1%	9.4%[11.4 µM]	-5.0%[11 µM]	-0.7%[11.4 µM]	nt	-1.7%[0.0738 µM]	0.0%[9.17 µM]	9.7%[11.4 µM]	nt	nt
3	FC(F)(F)c1ccc(N2CCN(c3ncnc4c3nnn4Cc3ccccc3)CC2)nc1	i	2.3%	1.2%	-1.0%	-1.2%	i	0.5%	1.1%	?	i	?
4	Cc1ccc(OCC(=O)N2CCCCCC2)c(C)c1	i	9.7%	-0.5%	-0.2%	1.4%	i	6.6%	-4.2%	-4.0%	i	i
5	O=C(CN1C(=O)c2ccccc2S1(=O)=O)NCCSC1CCCCC1	i	-1.7%	0.3%	?	-0.7%	i	5.8%	5.7%	-0.2%	i	i
6	CC(CN1CCN(C)CC1)OC(=O)c1ccccc1Cl (stereo unspecified)	i	1.1%	-8.8%	-9.0%	1.0%	i	-2.0%	-0.7%	6.1%	?	?
7	COc1ccc(OCCC(=O)NCc2ccccc2)cc1	i	-2.7%	10.4%	-0.8%	-0.9%	i	-1.0%	3.4%	-3.8%	i	i
8	Nc1nc(-c2cccnc2)nn1C(=O)c1ccco1	i	0.0%	3.9%	-6.3%	-1.3%	i	-1.5%	-2.9%	-12.5%	i	i
9	COc1ccc(C(=O)NCC(C)CN(C)C)cc1 (stereo unspecified)	i	-1.2%	-2.3%	-0.7%	0.8%	i	1.1%	-4.0%	-0.3%	i	?
10	C=CCOC(=O)C(C#N)c1nc2ccccc2nc1N1CCN(c2ccccc2OC)CC1 (stereo unspecified)	i	4.3%	-11.2%	?	-3.0%	i	-0.1%[57.5 µM]	-4.3%	7.9%	i	?
11	O=C(NCCN1CCN(c2cccc(Cl)c2)CC1)c1cccn2c(=O)c3ccccc3nc12	i	1.4%	6.6%	0.2%	-4.3%	i	-0.5%	-5.3%	4.1%	i	i
12	CCc1nnc(NC(=O)CSc2nnc(-c3cc4ccccc4cc3O)n2CCOC)s1	i	0.0%	-8.3%	-6.4%	-2.0%	?	-0.7%	2.0%	?	?	?
13	O=C(Nc1cccnc1)c1ccc2snnc2c1	i	0.2%	-18.4%	?	2.4%	?	-0.3%	3.4%	-8.8%	i	i
14	COc1ccc(N(CC(=O)NCc2cccc(OC)c2)S(=O)(=O)c2c(C)noc2C)cc1	i	5.7%	0.1%	-1.5%	-5.5%	i	-2.1%	12.3%	0.0%	i	i
15	Cc1ccccc1-c1cc(-c2ccccc2O)n[nH]1	i	4.3%	15.8µM*	3.5%	3.5%	i	-3.9%	-5.0%	-9.8%	i	i
16	Cc1noc(C)c1COc1ccc(C(=O)OCc2nnc(-c3ccc(Cl)cc3)o2)cc1	i	1.3%	-16.9%	12.9%	-2.2%	i	-0.8%	7.3%	0.4%	i	i
17	Cc1noc(C)c1COC(=O)CCc1ccc(S(=O)(=O)N2CCCCC2)cc1	i	0.0%	8.4%	0.4%	1.2%	i	-0.6%	3.2%	3.5%	?	?
18	Cc1cc(=O)[nH]c(SCC(=O)Nc2nc3c(s2)CCCC3)n1	i	2.4%	-1.8%	-4.4%	-0.7%	i	0.8%	?	-1.8%	i	i
19	CC(C)n1cnc2cc(NCc3nc4ccccc4n3C)ccc21	i	2.2%	18.5%	-10.3%	-2.3%	i	0.8%[0.369 µM]	-2.7%	4.4%	?	?
20	CCOC(=O)C(NC(=O)c1ccccc1)=C1C=C(C)OC(C)=C1	nt	0.0%	-9.7%	-1.9%	-4.7%	nt	-0.8%[9.22 µM]	-15.0%	-27.4%	nt	nt
21	CCOC(=O)c1ccc(Oc2c(C)oc3c(CN4CCN(C)CC4)c(O)ccc3c2=O)cc1	i	2.7%	12.1%	0.2%	-5.4%	1.8e-06M*	9.6%[0.369 µM]	-4.3%	19.5%	i	i
22	NC(=O)c1c(NC(NC(=O)c2ccco2)(C(F)(F)F)C(F)(F)F)sc2c1CCCC2	i	3.5%	-29.5%	-5.8%	-8.1%	i	-1.2%	-3.3%	?	?	i
23	CCN(CC)C(=O)COC(=O)c1ccc(O)cc1	nt	-1.8%	11.1%	-2.3%	-1.4%	nt	-0.6%	9.7%	-7.7%	nt	nt
24	CC(=O)N[C@H](Cc1ccc(O)cc1)C(=O)O	i	0.0%[9.22 µM]	8.8%[11.4 µM]	-3.2%[11 µM]	17.8%[11.4 µM]	i	4.0%[9.22 µM]	-6.9%[9.17 µM]	3.6%[11.4 µM]	i	i
25	Cn1c(=O)c(C(=O)CN2CCCc3ccccc32)c(N)n(Cc2ccccc2)c1=O	i	1.3%	?	?	1.3%	i	-0.2%[57.5 µM]	-3.0%	-0.4%	i	i
26	CC1CCN(S(=O)(=O)c2ccc3ncn(CC(=O)N(C)Cc4ccccc4)c(=O)c3c2)CC1	i	-1.4%	-2.0%	0.2%	2.0%	i	-1.3%	-3.2%	7.3%	i	i
27	CCc1cccc(NC(=O)Cn2cc3c(n2)CCCC3)c1	nt	-1.6%	-5.9%	-0.6%	-2.0%	nt	-0.5%	20.6%	4.2%	nt	nt
28	O=C(NCCOC(=O)c1ccc(Cl)c(S(=O)(=O)N2CCCCC2)c1)c1ccncc1	i	-1.4%	0.4%	-2.7%	3.9%	1.12e-08M*	-6.1%	-2.6%	0.0%	?	?
29	Cc1csc2nc(CSc3nc4ccccc4o3)c(Br)n12	i	0.6%	-18.1%	8.4%	-6.2%	1.06e-08M*	-0.2%[57.5 µM]	-3.8%	-11.3%	i	i
30	O=C(CCC1CCCC1)N1CCC(N2CCN(c3ccccc3)CC2)CC1	i	-2.2%[20.6 µM]	nt	nt	nt	i	nt	nt	nt	i	?
31	CCOCCn1c(CN2CCN(c3ccc(OC)cc3)CC2)nc2c1c(=O)n(C)c(=O)n2C	i	0.0%	1.7%	-2.5%	-3.8%	i	1.5%[0.369 µM]	-4.1%	-11.7%	i	i
32	CCc1cc2c(NCCN3CCCCC3)ncnc2s1	i	1.4%	-17.4%	-4.8%	3.2%	1.08e-08M*	-9.1%	-1.1%	1.8%	i	?
33	Cc1cc(C)cc(NC(=O)C2CCN(c3nc(C)cc(C)n3)CC2)c1	i	0.0%	-10.6%	-1.6%	-1.5%	i	nt	-6.5%	14.4%	i	i
34	COc1ccc(N(CC(=O)NCc2ccco2)S(C)(=O)=O)cc1Cl	nt	1.9%	2.2%	-6.7%	1.3%	nt	-0.4%	-9.4%	-2.6%	nt	nt
35	COCCn1c(SCc2nc3sc(C(=O)OC)c(C)c3c(=O)[nH]2)nc2ccccc21	i	-1.3%	2.8%	-1.1%	-0.8%	i	0.4%[57.5 µM]	1.1%	18.3%	i	?
36	COc1ccccc1OCC(=O)Nc1oc(-c2ccccc2)c(-c2ccccc2)c1C#N	i	0.8%	-9.4%	-7.8%	-0.1%	i	-0.6%	-1.3%	-1.9%	i	i
37	O=C1CC(c2ccc(F)cc2)Sc2ccccc2N1 (stereo unspecified)	i	-1.2%	-15.4%	-0.6%	-2.8%	i	2.0%	-1.0%	7.6%	i	?
38	Cc1ccc(CN(c2ccc(C(=O)N3CCCC3)cc2)S(C)(=O)=O)cc1	nt	1.8%	3.9%	-3.1%	-4.5%	nt	-1.3%	5.8%	1.8%	nt	nt
39	CCOCCc1nnc(NC(=O)c2ccc(OC)c(OC)c2)s1	i	0.0%	2.7%	-0.9%	-2.2%	i	6.6%[0.369 µM]	-0.9%	1.1%	i	i

The list is partial. The share of hits here may be higher or lower than overall.
